# Assay outcomes: PubChem, Sanford-Burnham Center for Chemical Genomics
# APJ agonist – activates the human apelin receptor APJ. CHO-K1 APJ PathHunter beta-arrestin, luminescence; 0% DMSO wells, 100% apelin. activation, % at 20 µM. 330,000 compounds, 0.11% hits;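 active means activation more than six SD over the plate average, tested at 20 µM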;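 further: 0% = DMSO alone and 100% = apelin-13 at 10 nM; some results filed as inactive read as strong as hits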
# Target sequence (P35414 whole entry, looked up): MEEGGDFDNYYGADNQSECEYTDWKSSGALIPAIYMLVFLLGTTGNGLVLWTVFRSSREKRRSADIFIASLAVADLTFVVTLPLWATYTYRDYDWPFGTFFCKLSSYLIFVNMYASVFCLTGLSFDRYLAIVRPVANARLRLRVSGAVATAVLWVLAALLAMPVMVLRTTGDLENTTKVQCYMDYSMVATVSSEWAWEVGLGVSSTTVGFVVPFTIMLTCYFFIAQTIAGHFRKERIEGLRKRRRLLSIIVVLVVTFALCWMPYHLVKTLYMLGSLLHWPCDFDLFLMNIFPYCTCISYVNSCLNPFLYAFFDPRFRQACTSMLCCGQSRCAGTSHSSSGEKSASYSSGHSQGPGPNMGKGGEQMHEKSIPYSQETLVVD
#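 assay system = CHO-K1 APJ beta-arrestin complementation cell line | input = cell density 1000 per well | dosing = compound 20 µM once, DMSO 1% | timing = compound 90 min 25 °C, reagent 1 h | measured by = luminescence from split beta-galactosidase complementation, Galacton Star/Emerald II substrate | read-out basis = APJ agonist activity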
# MPTP inh – inhibitors of mitochondrial permeability transition pore; isolated mouse mitochondria, Ca2+ swelling absorbance, 30 min; inhibition, % at 10 µM; 360,000 compounds, 1.4% hits; AID 602449;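 active means inhibition of 50% or more, scaled per plate between neutral and stimulator controls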;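 further: 0% = DMSO wells given calcium and 100% = 1 mM EGTA wells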
# GRIN3A LBD mod – modulators (binders) of human NR3A ligand-binding domain. NR3A LBD differential scanning fluorimetry, Tm shift; 0% = protein alone, 100% = glycine-bound protein. Tm shift relative to glycine control, % at 25 µM. 340,000 compounds, 2.5% hits. AID 1259313;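 active means melting temperature shift of at least 10% of the positive control shift, at one fixed dose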
# TIM10 inh – TIM10 yeast growth inhibition. S. cerevisiae TIM10 strain growth, BacTiter-Glo luminescence, 24 h. 330,000 compounds, 1.4% hits. AID 463195. inhibition, % at 10 µM;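 active means inhibition of 40% or more at the single tested concentration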;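 further: wild-type TIM10 isogenic control strain grown at permissive 25 °C; 0% = DMSO yeast wells and 100% = minimal medium wells without yeast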
# NLRP3 yeast inh – NALP3 inhibition in yeast; Yeast reconstituted NLRP3/ASC/caspase-1, beta-gal luminescence, 24 h; inhibition, % at 10 µM; 330,000 compounds, 0.39% hits;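 active means inhibition of 50% or more; inactive means inhibition below 50%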;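 further: plate controls were induced DMSO wells for no effect and uninduced yeast grown without galactose for full effect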
# APJ antagonist – antagonists of human APJ apelin receptor; inhibition, % at 20 µM; AID 2521; 330,000 compounds, 0.32% hits; CHO-K1 APJ beta-arrestin complementation, luminescence;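 active means inhibition above about 40% at 20 µM, limit read from the data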;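 further: cells challenged with 10 nM apelin-13 agonist together with compound; plate controls were apelin-13 plus DMSO wells for no effect and DMSO wells lacking apelin-13 for full effect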
# tim23-1 inh – tim23-1 yeast growth inhibition; 330,000 compounds, 1.3% hits; S. cerevisiae tim23-1 growth, BacTiter-Glo luminescence, 24 h; inhibition, % at 20 µM;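 active means growth inhibition of the mutant yeast at or above 50%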;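 further: temperature-sensitive mutant grown at 25 °C; plate controls were DMSO-treated mutant yeast for no effect and medium wells lacking yeast for full effect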
# MIN6 prolif – induces beta-cell replication in MIN6 cells; MIN6 cells proliferation, ATPlite luminescence, 48 h; cells starved in 0.2% serum; 100% = growth in 10% serum; proliferation, % at 10 µM; 330,000 compounds, 0.29% hits; AID 2380;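 active means compounds whose signal lies at least 3.5 SD above the mean of all wells on their plate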;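 further: 0% = DMSO-treated cells in low-serum medium and 100% = 10% serum control; some compounds called inactive have numbers as strong as hits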
# tim10-1 inh – tim10-1 yeast growth inhibition; S. cerevisiae tim10-1 ts strain growth, BacTiter-Glo, 24 h; inhibition, % at 20 µM; 330,000 compounds, 2.2% hits; AID 463190;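 active means inhibition of at least 40%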;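 further: mutant grown at 25 °C; 0% = DMSO wells with yeast and 100% = wells holding no yeast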
# An asterisk follows results filed as active; . = not tested or not shown.
SMILES,APJ agonist,MPTP inh,GRIN3A LBD mod,TIM10 inh,NLRP3 yeast inh,APJ antagonist,tim23-1 inh,MIN6 prolif,tim10-1 inh
COc1ccc(N2C(=O)/C(=C/c3cccs3)NC2=S)cc1,-7,7.9,-5,3,-11,31,8,-5,4
Nc1nonc1C(=O)OCC(=O)c1ccc(Cl)cc1,5,-13,-4,-11,16,-15,11,0,6
CC(=O)Nc1ccc(Nc2nnc(-c3ccc(O)cc3)c3ccccc23)cc1,-3,-0.2,-1,-12,5,4,14,-2,13
CSc1ccc(S(=O)(=O)N2CCC(C(=O)NCc3ccncc3)CC2)cc1,1,1.0,-4,-2,10,8,0,0,3
COc1ccc(C(=O)CC(=O)C(=O)Nc2cccc([N+](=O)[O-])c2C)cc1,-2,3.9,-3,2,18,2,19,-3,4
COc1c(C)cc(Br)cc1C(=O)NC(=S)Nc1ccc(Cl)c(C(=O)O)c1,1,-1.6,3,4,11,25,22,-2,21
COc1ccc(NC(=O)C(OC(=O)c2ccc([N+](=O)[O-])o2)c2ccccc2)cc1Cl (stereo unspecified),6,2.6,2,21,9,-55,19,0,30
Cc1nc(C)n(CC(=O)N2CCCC(C(=O)c3cccc4ccccc34)C2)n1 (stereo unspecified),-3,0.1,0,-14,8,14,8,0,8
CC(=O)c1ccc(-n2c(CCC(=O)O)ccc2-c2ccc(C)cc2)cc1,-6,-1.4,-9,13,4,3,23,-3,-4
CC(C)c1ccccc1NC(=O)c1cccc(NC(=O)c2ccccc2)c1,-1,2.2,-8,14,13,12,31,-2,24
O=C1CC(c2ccc(F)cc2)c2cc3c(cc2N1)CCC3 (stereo unspecified),-2,0.5,-2,14,4,11,37,0,33
CCCn1cc(C(CC(=O)O)C(=O)O)c2ccccc21 (stereo unspecified),0,-0.8,-1,1,14,20,21,-3,12
Cc1ccnc2nc(C(=O)NC3=NCCS3)nn12,1,1.6,0,-2,3,15,16,-1,8
COC(=O)C1=C(C)NC(C)=C(C(=O)O[C@@H]2CCCN(Cc3ccccc3)C2)[C@@H]1c1cccc([N+](=O)[O-])c1,-7,10,-4,26,27,7,28,-7,45*
C=CCN1C(=NC(=O)CCCC(=O)O)SC2CS(=O)(=O)CC21 (stereo unspecified),-1,2.4,1,-1,0,3,7,-1,17
C/C(=N\Nc1ccc([N+](=O)[O-])cc1)c1ccc(-n2nncc2C(C)(C)C)cc1,-3,20,6,9,13,20,5,-1,-2
Cc1ccccc1CNC(=O)c1ccccc1NS(C)(=O)=O,-3,-0.1,-2,-6,12,-8,14,-3,7
Cc1ccc(-n2nc3c(c2NC(=O)C2CCCC2)CS(=O)(=O)C3)cc1,0,-1.5,-1,8,14,-20,21,-2,-4
Cc1ccc(NC(=O)c2ccc(-c3nn(C)c(=O)c4ccccc34)cc2)cc1,0,5.4,-9,10,18,16,4,0,17
C[C@]12c3[nH]c4ccc(Cl)cc4c3CCN1C(=O)[C@@H](CC(=O)NCc1cccc(C(F)(F)F)c1)C[C@@H]2C(=O)N1CCCCC1,.,-2.0,-3,1,.,.,43,.,22
COc1ccc2cc(C(=O)NCc3ccccc3)c(=Nc3ccc(C(=O)O)cc3)oc2c1,-2,-1.9,0,12,1,9,4,-3,1
Cc1nnc(SCC(=O)NC2CC2)n1CCc1ccccc1,-1,-1.7,-3,-3,-10,8,5,1,13
CCCNC(=O)c1ccc2c(c1)ncn2-c1ccccc1OC,4,-0.9,0,17,-2,-7,25,-2,22
C/C(=N\NC(=O)CSCc1ccccc1Cl)c1cc(O)ccc1O,-1,0.6,-25,21,18,-7,0,-6,11
COCCN1CCN(C(=O)C2CCC(=O)N(CCc3cccc(F)c3)C2)CC1 (stereo unspecified),-6,-1.3,-1,8,-11,6,-7,-2,-4

# Structures listed so far with an aryl thioether with sulfur outside any ring:
SMILES,APJ agonist,MPTP inh,GRIN3A LBD mod,TIM10 inh,NLRP3 yeast inh,APJ antagonist,tim23-1 inh,MIN6 prolif,tim10-1 inh
CSc1ccc(S(=O)(=O)N2CCC(C(=O)NCc3ccncc3)CC2)cc1,1,1.0,-4,-2,10,8,0,0,3
Cc1nnc(SCC(=O)NC2CC2)n1CCc1ccccc1,-1,-1.7,-3,-3,-10,8,5,1,13

# One compound at a time (already shown). Order of values: APJ agonist, MPTP inh, GRIN3A LBD mod, TIM10 inh, NLRP3 yeast inh, APJ antagonist, tim23-1 inh, MIN6 prolif, tim10-1 inh
# `COc1c(C)cc(Br)cc1C(=O)NC(=S)Nc1ccc(Cl)c(C(=O)O)c1` is listed as 1, -1.6, 3, 4, 11, 25, 22, -2, 21
# `CSc1ccc(S(=O)(=O)N2CCC(C(=O)NCc3ccncc3)CC2)cc1` is listed as 1, 1.0, -4, -2, 10, 8, 0, 0, 3

# Next part:
SMILES,APJ agonist,MPTP inh,GRIN3A LBD mod,TIM10 inh,NLRP3 yeast inh,APJ antagonist,tim23-1 inh,MIN6 prolif,tim10-1 inh
Cn1c(CNC(=O)CCNC(=O)c2cccc(Cl)c2)cc(=O)n(C)c1=O,5,-1.4,12*,1,-3,-21,-6,1,2
COc1ccc(C)cc1NC(=O)CSc1nnc2ccc(-c3cccnc3)nn12,-2,0.3,1,-7,15,3,-8,-3,-17
CCOc1cc(NCc2ccccc2)c2ncn(C(C)C)c2c1,-1,1.4,2,22,20,13,63*,-6,-8
CC(C)OCC(O)CN1CCN(CC(O)COc2ccc3c(c2)OCO3)CC1 (stereo unspecified),-2,1.2,1,-9,-5,-12,7,-1,10
Cc1ccc(CNC(=O)CNC(=O)c2ccc(C(C)(C)C)cc2)n1C,-4,-0.9,-2,9,16,-8,6,-1,1
C=CCn1c(C)cc(C(=O)CSc2n[nH]c(N)n2)c1C,-3,0.0,-2,10,4,-6,-13,-1,3
COc1cc(OC)cc(-n2nnnc2SCC(=O)Nc2nc3c(s2)CCCC3)c1,-3,0.7,-8,-2,2,-13,-6,-1,-1
CSc1nncc(/C(C)=N\Nc2ccccc2)n1,-7,1.0,-2,1,46,3,-1,-2,6
CC1(C)CC(=O)C/C(=N\NC(=O)Cc2ccccc2)C1,-2,-0.9,-8,3,6,14,9,0,3
Cc1cnc(=O)[nH]c1SCc1cccc(C(F)(F)F)c1,0,-1.1,0,1,6,5,9,-3,-1
O=c1c2c([nH]c3ccccc13)CCC2,-3,-0.6,0,13,22,1,4,-3,4
COc1cc(OC)cc(C(=O)NC(=S)Nc2ccc3[nH]c(=O)[nH]c3c2)c1,-1,1.7,-1,-5,22,14,-19,3,-28
CCCCOc1c(C(=O)Nc2ccccc2)nnn1-c1ccccc1,-4,1.0,1,-31,21,-7,10,-2,-18
CC1(C)CC(=O)C2=C(C1)Nc1cc3c(cc1C2c1ccc2c(c1)OCO2)OCO3 (stereo unspecified),-1,-0.5,-3,18,12,1,21,-1,26
Cc1nn(-c2ccccc2)c(C)c1-c1nnc(C(F)(F)F)o1,2,3.0,0,2,10,18,8,-2,-8
Cc1nc(-c2ccc(NC(=O)C(C)(C)C)cc2)c(-c2ccccc2)o1,-3,2.4,-2,2,29,5,23,0,6
CC(=O)c1cccc(S(=O)(=O)N2CCn3cccc3C2C)c1 (stereo unspecified),-1,-1.7,-1,0,14,-14,4,-2,12
O=C(COC(=O)C1CCC1)Nc1ccc(Oc2ccccc2)cc1,-2,0.8,-1,3,19,10,8,-3,6
COc1cc2c(cc1OC)C(C)N(CC(=O)Nc1ccc(C)c(S(=O)(=O)N3CCOCC3)c1)CC2 (stereo unspecified),-1,-0.8,0,4,0,6,-4,-2,6
Nc1nc(-c2ccccc2)nc(-c2ccccc2O)n1,0,0.4,7,9,-16,-8,19,-2,31
CCOC(=O)C1CCCN(S(=O)(=O)c2ccc(F)c(C(=O)Nc3ccc(F)c(F)c3)c2)C1 (stereo unspecified),-6,6.0,-3,19,6,9,33,-3,17
C/C(=N\NC(=O)c1ccc(F)cc1)c1cccc(NC(=O)c2cccc(F)c2)c1,-3,-0.9,2,-4,8,11,11,3,2
O=C(c1cc2cc([N+](=O)[O-])ccc2oc1=O)n1cccn1,0,-0.1,0,5,7,8,14,-3,14
Cc1cc(NC(=O)COC(=O)COc2ccc3c(c2)CCC3)no1,1,0.2,1,12,-2,0,2,3,9
CCOc1cc(/C=N/NC(=O)CN(CCc2ccccc2)S(=O)(=O)c2ccc(NC(C)=O)cc2)ccc1O,0,-2.3,6,20,3,-3,7,0,24
# Following part:
SMILES,APJ agonist,MPTP inh,GRIN3A LBD mod,TIM10 inh,NLRP3 yeast inh,APJ antagonist,tim23-1 inh,MIN6 prolif,tim10-1 inh
COC(=O)C(CCSC)NC(=O)C(NC(=O)C1CCC(C)CC1)C(C)C (stereo unspecified),0,0.8,2,2,14,8,10,-1,-9
COc1cccc(-c2ccc3ncnc(NCc4cccs4)c3c2)c1,-1,1.1,-10,29,3,-3,52*,-6,29
COCCOC(=O)c1[nH]c2c(c1C)C(=O)CC(c1ccc(N(C)C)cc1)C2 (stereo unspecified),5,-5.6,0,2,-1,-13,20,-1,26
CC(C)(C)c1ccc(CN2N=Nc3ccccc3S2(=O)=O)cc1,9,-5.9,-6,60*,11,33,63*,-3,72*
CC(O)c1nc2ccc(Cc3ccc4nc(C(C)O)[nH]c4c3)cc2[nH]1 (stereo unspecified),0,-0.3,-1,-10,-1,-19,1,4,-8
COc1cc(NC(=O)COc2c(C)cc(C)cc2[N+](=O)[O-])c(OC)cc1Cl,-4,1.9,-4,18,19,18,11,-2,19
NC(=O)c1ccnc2c(O)cccc12,3,7.2,2,-1,12,-22,15,2,8
COc1ccc(NC(=O)c2cc(-c3ccncc3)nc3ccc(Br)cc23)cc1OC,13,0.2,-4,-10,15,-25,-10,-7,8
COC(=O)C(Cc1ccc(O)cc1)NC(=O)C(CC(=O)OC(C)(C)C)NC(=O)OC(C)(C)C (stereo unspecified),-1,-1.0,-2,4,8,3,13,-1,17
CC(NC(=O)COC(=O)Cc1ccsc1)c1ccccc1 (stereo unspecified),5,0.1,0,-8,15,19,9,0,9
O=C(C[n+]1cc(-c2ccc(Cl)cc2)n2c1CCC2)N1c2ccccc2Sc2ccccc21,2,4.6,-2,-10,-10,-15,-11,-6,-1
O=c1oc(-c2ccco2)nc2c1cnn2-c1ccccc1,0,-1.4,-1,28,19,19,64*,0,48*
Cc1ccc(S(=O)(=O)N(CC(=O)NCc2ccco2)C2CCCCC2)cc1,-3,0.5,-3,9,22,3,30,-1,26
COc1ccc(OC)c(NC(=O)CCNS(=O)(=O)c2ccc3[nH]c(=O)oc3c2)c1,7,-2.5,0,-8,5,-12,9,0,13
COc1ccccc1N1CC(C(=O)Nc2ccc(S(=O)(=O)N3CCCC3)cc2)CC1=O (stereo unspecified),-1,-0.4,2,-10,13,3,-3,-1,-6
Cc1cc2oc(=O)cc(CN(C)Cc3ccccc3F)c2cc1Cl,-1,1.4,-3,-15,4,11,12,0,9
COC(=O)/C=C/c1ccc2c(c1)OCO2,-3,0.1,0,-1,9,-15,0,1,-10
Cc1nc2cc(-c3cccc(F)c3)nn2c(C)c1CCC(=O)N1CCN(c2ccccn2)CC1,-2,-0.9,0,1,24,1,2,-3,33
CC(=O)NC1CCC(C(=O)O)(c2ccccc2)C1 (stereo unspecified),-4,0.0,0,-11,-2,-16,3,-2,8
O=C(Nc1ccccc1)c1ccc(NCc2cccnc2)c(S(=O)(=O)N2CCOCC2)c1,0,-0.2,3,3,2,2,-1,-2,13
COc1cc(-c2cc(=O)c3c(O)c(OC)c(OC)c(O)c3o2)ccc1O,28*,3.1,-3,4,14,-146,22,1,18
O=C(OCC(=O)N1CCCC1)c1ccc(O)cc1,-2,0.1,0,10,15,17,-1,-3,-16
O=C(CCN1CCN(C/C=C/c2ccccc2)CC1)Nc1cccc(F)c1,-4,-3.2,0,0,27,10,-1,-2,-8
